Diaphorase act = activates diaphorase or chemically reduces, flagging diaphorase assay artifacts; Diaphorase/resazurin coupled assay, resorufin fluorescence, 16 min; active compounds read high; 1 = vehicle wells, 0 = NADH-free wells; activation factor at 20 µM; actives 0.005% (n = 190,000);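 active means diaphorase activity raised at least twofold by the compound at 20 µM; inactive means activation factor below 2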
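Test system: Clostridium kluyveri diaphorase, purified enzyme. Buffer or medium: 50 mM HEPES pH 7.4 buffer plus MgCl2 and Tween 20. Also added: 0.114 mM NADH and 0.1 mM resazurin, final amounts. Dosing: compound 20 µM once, DMSO 1%. Schedule: 16 min enzyme reaction, ambient temperature. Detection: fluorescence of resorufin, 544 nm excitation, 590 nm emission.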
PMI act satM6P = increases human PMI activity with near-saturating mannose 6-phosphate | P34949 | coupled PMI enzyme assay, resazurin fluorescence, 20 min; active compounds read high; 1 = untreated enzyme, 0 = substrate-free blank | activation factor at 20 µM | actives 0.34% (n = 190,000) | AID 1216;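 active means activation factor of 2 or more at 20 µM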
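Material: human phosphomannose isomerase with PGI, G6PDH, diaphorase coupling enzymes. Quantity: 15 ng/mL PMI. Medium: HEPES pH 7.4 buffer with MgCl2 and Tween-20. Reagent: Near-saturating mannose-6-phosphate, 1.0 mM. Compound: 20 µM single dose. Times: enzyme reaction with compound 20 min at room temperature. Detection: resorufin fluorescence at Ex 544/Em 590 nm.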
PMI act = increases human mannose-6-phosphate isomerase activity | actives 0.005% (n = 190,000) | P34949 | activation factor at 20 µM | purified human PMI, coupled resazurin fluorescence, 20 min; active compounds read high; 1 = vehicle control, 0 substrate-free wells;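 active means activation factor of 2 or more at 20 µM, relative to plate controls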
ROMK mod = human ROMK K+ channel modulation, primary screen. P48048. Tet-inducible ROMK, thallium flux fluorescence; actives lie on both sides. B-score at 10 µM. actives 2% (n = 130,000). AID 1918;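 active means signal ratio slope over the read window, or its plate-corrected B-score, at least 3 SD from the plate mean, either direction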;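 further: B-score of the F/F0 ratio slope over 7 to 12 s after thallium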
Target sequence (P48048 whole entry, looked up): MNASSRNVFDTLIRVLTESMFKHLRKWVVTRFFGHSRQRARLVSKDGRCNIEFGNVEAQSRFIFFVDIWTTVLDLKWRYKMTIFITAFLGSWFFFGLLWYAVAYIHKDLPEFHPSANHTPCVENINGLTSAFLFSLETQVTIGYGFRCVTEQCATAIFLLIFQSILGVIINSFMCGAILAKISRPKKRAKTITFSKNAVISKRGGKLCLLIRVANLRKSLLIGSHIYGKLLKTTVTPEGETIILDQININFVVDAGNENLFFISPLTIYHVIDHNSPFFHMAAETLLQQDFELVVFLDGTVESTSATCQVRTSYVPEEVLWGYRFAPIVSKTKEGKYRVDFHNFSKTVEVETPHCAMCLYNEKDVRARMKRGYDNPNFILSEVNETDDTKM
G6PDH counter = counter-screen for G6PDH assay hits: L. mesenteroides G6PDH inhibition; Purified L. mesenteroides G6PDH, diaphorase/resazurin coupled fluorescence, 45 min; actives 0.12% (n = 200,000); inhibition, % at 5 µM; in the data active means inhibition above about 50%
PPARg SRC2 recr = agonists of SRC-2 recruitment by human PPARgamma; PPARgamma LBD-SRC-2 recruitment, biochemical; P37231; actives 0.34% (n = 200,000); activation, % at 8 µM; in the data active means activation above about 22%;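 further: 0% = vehicle and 100% = reference agonist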
SRC2 TRFRET art = counter-screen for PPARgamma SRC-2 recruitment agonists: TR-FRET artefact; actives 0.4% (n = 200,000); active compounds read high; TR-FRET ratio at 8 µM; AID 1049; in the data active means TR-FRET ratio above about 2000; further: inactives centre near 1500
PPARg SRC-1 ag = PPARgamma-driven SRC-1 recruitment agonism. PPARgamma-SRC-1 coactivator recruitment biochemical assay. activation, % at 8 µM. actives 0.41% (n = 200,000). P37231; in the data active means activation above about 19%;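 further: 0% = DMSO and 100% = reference agonist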
S1P3 antagonist = S1P3 (human) receptor antagonism; inhibition, % at 4.98 µM; actives 0.27% (n = 170,000); Q99500; CHO S1P3 NFAT-BLA reporter, FRET fluorescence, antagonist mode;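 active means inhibition above the plate cutoff, the mean inhibition of test wells on that plate plus 3 SD, cut at about 28% in these data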;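 further: cells challenged with S1P at its EC80 of 0.8 µM; blue over green emission ratio from cleaved BLA substrate after 4 h stimulation; 0% = S1P-stimulated wells and 100% = unstimulated DMSO-only wells; some compounds past the cut are filed as inactive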
Target sequence (Q99500 whole entry, looked up): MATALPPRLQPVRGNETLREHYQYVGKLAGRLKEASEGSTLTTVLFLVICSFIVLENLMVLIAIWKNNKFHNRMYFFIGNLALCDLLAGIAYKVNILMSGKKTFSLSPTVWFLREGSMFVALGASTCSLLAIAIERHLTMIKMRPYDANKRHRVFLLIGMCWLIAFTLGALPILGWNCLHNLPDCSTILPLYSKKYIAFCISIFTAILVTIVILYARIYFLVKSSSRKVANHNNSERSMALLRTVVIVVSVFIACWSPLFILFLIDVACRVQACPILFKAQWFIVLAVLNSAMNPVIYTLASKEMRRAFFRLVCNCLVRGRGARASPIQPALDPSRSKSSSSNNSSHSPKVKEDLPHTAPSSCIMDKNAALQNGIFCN
Diaph inh CS = diaphorase inhibition or chemical oxidation counter-screen; actives 0.69% (n = 190,000); diaphorase resazurin-to-resorufin fluorescence, NADH, 16 min; bacterial (C. kluyveri) enzyme, not human; AID 1217; inhibition, % at 20 µM;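 active means primary screen inhibition at 20 µM above a set limit, cut at about 50% in these data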;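 further: plate controls were DMSO with full reaction for no effect and wells lacking NADH for full effect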
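Assay system: diaphorase enzyme from Clostridium kluyveri; Input: enzyme working solution with 0.14 U/mL diaphorase; Timing: 16 min at room temperature; Technique: resorufin fluorescence, excitation 544 nm, emission 590 nm; Benchmarks: positive control minus NADH, DMSO neutral control.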
PPARg SRC3 recr = promotes SRC-3 coactivator recruitment by human PPARgamma; AID 731; activation, % at 8 µM; biochemical PPARgamma/SRC-3 coactivator recruitment assay; actives 0.26% (n = 200,000); P37231; in the data active means activation above about 23%;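 further: 0% = DMSO and 100% = reference agonist; some compounds past the cut are filed as inactive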
* = called active by the depositor; / = no result given.

SMILES | Diaphorase act | PMI act satM6P | PMI act | ROMK mod | G6PDH counter | PPARg SRC2 recr | SRC2 TRFRET art | PPARg SRC-1 ag | S1P3 antagonist | Diaph inh CS | PPARg SRC3 recr
O=C(Cn1cnc2c(nnn2-c2ccc(F)cc2)c1=O)N1CCCC1 | 0.9 | 0.9 | 0.9 | / | 3 | 7 | 1546 | -1 | -16 | 10 | 4
Cc1cccc(NC2=NCC(=O)N2Cc2cccs2)c1 | 0.9 | 1.1 | 1.1 | -0.92 | 11 | -7 | 1412 | -7 | -10 | 8 | -2
C#CCOc1c(Br)cc(/C=N/O)cc1OCC | 1 | 1.1 | 1.1 | -2.4 | 7 | 7 | 1582 | 5 | / | -1 | 16
O=C(O)c1ccc(NCc2ccncc2)cc1 | 1.1 | 1.1 | 1.1 | 0.82 | 1 | -3 | 1423 | 0 | / | -7 | -7
CCOC(=O)C1CCN(C(=O)Nc2ccc(NC(=O)C3CCN(C(=O)OCC)CC3)cc2)CC1 | 0.9 | 1 | 0.9 | / | 8 | 4 | 1492 | -2 | 29 | 10 | -6
CC(/C=N/NC(=O)c1cccs1)=C\c1ccco1 | 0.8 | 0.6 | 1.2 | -0.71 | 9 | 3 | 1591 | 2 | 9 | 24 | 2
CCCOC(=O)c1ccc(NC(=O)CSC2=Nc3ccccc3C3CC=NN23)cc1 (stereo not given) | 0.9 | 0.9 | 0.9 | 0.68 | -1 | 14 | 1569 | 0 | / | 15 | 8
O=[N+]([O-])c1ccc(/C=N/n2c(C3CCCCC3)n[nH]c2=S)cc1 | 0.8 | 0.9 | 0.9 | / | 9 | 0 | 1433 | 4 | / | 16 | -4
CC(NC(=O)c1ccc(CS(=O)(=O)c2cccc(C(F)(F)F)c2)o1)c1ccc2c(c1)OCCO2 (stereo not given) | 0.9 | 0.9 | 1.1 | -0.41 | 4 | 16 | 1653 | 1 | / | 13 | 12
CC(C)(C)c1nc(SCC(=O)Nc2nc3c(s2)CCCC3)c2ccccc2n1 | 1 | 1 | 0.9 | / | 7 | 3 | 1670 | 1 | / | -2 | 5
O=C(Nc1ccn(C2CC(OC(=O)c3ccccc3)C(CO)O2)c(=O)n1)c1ccccc1 (stereo not given) | 0.9 | 1.1 | 1 | -1.9 | 2 | 3 | 1665 | 1 | 12 | 10 | 1
N#CC1=C(N)N(c2ccccc2C#N)C2=C(C(=O)CCC2)C1c1ccsc1 (stereo not given) | 0.7 | 0.8 | 0.8 | -1.4 | 2 | 2 | 1740 | 3 | -10 | 32 | 2
CN(CCO)C1=CC(=O)CC(C)(C)C1 | 1 | 1.1 | 1.1 | -0.57 | 5 | 4 | 1663 | 2 | / | 3 | 10
COC(=O)c1[nH]cnc1C(=O)c1ccccc1 | 0.9 | 1 | 1.1 | -0.18 | -1 | 0 | 1545 | -7 | 20 | 11 | -16
COc1ccc(C(=O)N/C(=C\c2cc(OC)c(OC)cc2[N+](=O)[O-])C(=O)NCC(=O)O)cc1 | 0.9 | 0.7 | 0.9 | -0.044 | 10 | 7 | 1221 | 1 | -2 | 14 | -1
CC(C)(C)c1ccc(OCC(=O)NCCN2CCCC2)cc1 | 1 | 1 | 1 | / | 22 | 3 | 1617 | 1 | / | 3 | 3
Cc1ccc(-c2ccccc2NC(=O)CCl)o1 | 1 | 1.1 | 1 | / | 13 | 3 | 1646 | 3 | / | -4 | 3
CCOC(=O)C(=O)NNc1cccc(C)c1C | 0.9 | 2.2* | 1.6 | 1.1 | 0 | 6 | 1658 | 5 | 2 | 6 | 5
CCC(=O)n1nc(-c2cccnc2)nc1NCc1ccccc1 | 0.9 | 1 | 1 | 0.074 | 2 | 7 | 1650 | 9 | 6 | 9 | 7
O=C(CCS(=O)(=O)c1cccs1)Nc1ccc(C(=O)NC2CCN(Cc3ccccc3)CC2)cc1 | 0.9 | 1 | 1 | -0.21 | 17 | -4 | 1448 | 3 | -23 | 8 | -1
Cc1ccc(NC(=S)NN2CCN(C)CC2)cc1 | 0.9 | 1 | 1 | 0.42 | 6 | -2 | 1358 | -2 | -6 | 12 | -5
O=C(Oc1ccc(C(=S)N2CCOCC2)cc1)c1ccc(Br)cc1 | 0.9 | 1 | 0.9 | 0.3 | -6 | -11 | 1486 | -5 | -2 | 6 | -4
CCOC(=O)CSc1nnc(-c2nnc(SCC(=O)OCC)n2CC)n1CC | 0.9 | 1 | 0.9 | / | -2 | -1 | 1611 | 6 | -16 | 8 | 14
CCN(CC)c1ccc2c(C)c(CO)c(=O)oc2c1 | 1 | 0.9 | 1 | 0.032 | 0 | 3 | 1488 | 5 | -20 | 1 | 0
Cc1cc(C)n2c(Br)c(CSc3nc4ccccc4s3)nc2n1 | 0.9 | 1 | 1.1 | -1.5 | -20 | 1 | 1563 | 6 | 11 | 6 | 3

Reprinted from the part before: 2 entries, followed by the next part.
SMILES | Diaphorase act | PMI act satM6P | PMI act | ROMK mod | G6PDH counter | PPARg SRC2 recr | SRC2 TRFRET art | PPARg SRC-1 ag | S1P3 antagonist | Diaph inh CS | PPARg SRC3 recr
CCN(CC)c1ccc2c(C)c(CO)c(=O)oc2c1 | 1 | 0.9 | 1 | 0.032 | 0 | 3 | 1488 | 5 | -20 | 1 | 0
Cc1cc(C)n2c(Br)c(CSc3nc4ccccc4s3)nc2n1 | 0.9 | 1 | 1.1 | -1.5 | -20 | 1 | 1563 | 6 | 11 | 6 | 3
COc1ccc(C(C2C(=O)CC(C)(C)CC2=O)C2C(=O)CC(C)(C)CC2=O)cc1COCC(F)(F)F | 0.9 | 1.2 | 1.2 | 0.03 | 0 | -5 | 1495 | -3 | 2 | 10 | -2
Cc1cc(C)n2nc(-c3cnn(C)c3C(F)(F)F)cc2n1 | 1 | 1 | 1 | / | -4 | 1 | 1511 | 3 | / | 3 | 13
O=[n+]1cc(-c2ccc(Br)cc2)n([O-])c2c1CCC2 | 1.1 | 1.3 | 1.2 | / | 0 | -2 | 1435 | 8 | -16 | -10 | 3
CCCNC(=O)OCCC12CC3CC(CC(C3)C1)C2 | 1 | 0.9 | 1 | 0.17 | 0 | 18 | 1612 | 1 | -35 | 4 | 1
Cn1c(CC(=O)c2ccc(Br)cc2)[n+](C)c2ccccc21 | 1 | 1.1 | 1.2 | 0.052 | 9 | -4 | 1643 | -4 | 10 | -1 | 4
Cn1c(N/N=C2\CCCc3ccccc32)nc2c1c(=O)n(Cc1ccccc1)c(=O)n2C | 0.8 | 1 | 1 | / | -23 | 4 | 1352 | 4 | 0 | 16 | 2
O=C(OCCCN=C1NS(=O)(=O)c2ccccc21)C1CC(=O)N(c2ccc(Cl)cc2)C1 (stereo not given) | 0.9 | 0.9 | 0.9 | -0.59 | 5 | 16 | 1658 | 5 | / | 15 | 13
CCOC(=O)CCCNC(=O)COC(=O)c1cccc(F)c1 | 1 | 1.1 | 1.1 | 0.26 | -4 | 14 | 1560 | 3 | -3 | 0 | 2
COCc1cc(C)c(C#N)c(=S)[nH]1 | 0.7 | 1.1 | 1 | 1.2 | 6 | 1 | 1600 | -2 | -41 | 32 | 8
CCOC(=O)c1c(-c2ccccc2)csc1NC(=O)c1ccc(S(=O)(=O)N2CCOCC2)cc1 | 0.8 | 1 | 1 | / | -1 | -4 | 1544 | -3 | 5 | 19 | 7
O=C(Nc1ccc(N2CCOCC2)cc1)Nc1cnsn1 | 0.9 | 0.9 | 0.9 | / | -16 | 0 | 1661 | 7 | 16 | 12 | 7
Cc1cc(C)c(C#N)c(SCCS(=O)(=O)Cc2ccc(Cl)cc2)n1 | 0.8 | 0.9 | 0.9 | / | 8 | 4 | 1471 | -2 | / | 23 | 2
COc1ccccc1C(=O)OCC(=O)Nc1ccc(OC(F)F)cc1 | 0.9 | 1.1 | 1 | / | 6 | -1 | 1381 | 5 | 10 | 7 | 1
O=C(CSc1nnc(Cc2cccs2)n1-c1ccccc1)Nc1ccc2c(c1)OCCO2 | 0.8 | 0.8 | 0.8 | -0.32 | 0 | 5 | 1530 | 9 | 31 | 24 | -3
Cc1ccc(S(=O)(=O)Nc2ccccc2CNc2cccc(C)n2)cc1 | 0.9 | 1 | 0.9 | / | -13 | 4 | 1527 | 5 | -1 | 14 | -5
COc1ccc(-c2cnnc(N/N=C/c3ccc(OC)c(OC)c3)n2)cc1 | 1 | 0.9 | 0.9 | -0.38 | 8 | 0 | 1352 | -3 | 5 | 0 | 3
Cc1ccnc(SCCn2c(N3CCOCC3)nc3c2c(=O)[nH]c(=O)n3C)n1 | / | / | / | / | / | -1 | 1387 | -3 | -10 | / | 4
O=C(NCCN1CCN(c2ccccc2)CC1)C1CCN(S(=O)(=O)c2cccs2)CC1 | 1 | 1 | 0.9 | / | 4 | 1 | 1441 | -7 | 2 | 4 | -3
CCOC(=O)c1c(C)[nH]c(C(=O)COC(=O)C2CC2C)c1C (stereo not given) | 0.8 | 0.9 | 0.9 | / | -6 | 3 | 1594 | 2 | -3 | 18 | 3
CN(C)CC1CCCCC1OC(=O)/C=C/c1ccc(Cl)cc1Cl (stereo not given) | 1.1 | 1.1 | 1.2 | / | -1 | -2 | 1640 | 4 | 0 | -5 | 1
CCCS(=O)(=O)N1CCC(C(=O)NCCc2ccccc2)CC1 | 0.9 | 0.9 | 1 | / | -23 | 6 | 1709 | 3 | 5 | 10 | 6
Cc1cc(C)n(-c2ccc(C(=O)O)cc2[N+](=O)[O-])n1 | 0.9 | 1 | 1.2 | -0.32 | 5 | -5 | 1753 | 1 | -4 | 6 | -4
Oc1ccccc1C1OCC2(CO1)COC(c1ccccc1O)OC2 (stereo not given) | 0.9 | 1.1 | 1.1 | / | 3 | -2 | 1678 | 10 | 9 | 6 | 6
Cc1cccc(C(=O)NCC(=O)Nc2ccc(S(=O)(=O)Nc3nc(C)cc(C)n3)cc2)c1 | 1 | 1.1 | 1.1 | 1.3 | 6 | 4 | 1797 | 6 | -3 | -1 | 4

Sorted by value in PPARg SRC2 recr (low to high): 5 from the list above.
SMILES | PPARg SRC2 recr
COc1ccc(C(C2C(=O)CC(C)(C)CC2=O)C2C(=O)CC(C)(C)CC2=O)cc1COCC(F)(F)F | -5
Oc1ccccc1C1OCC2(CO1)COC(c1ccccc1O)OC2 (stereo not given) | -2
O=C(NCCN1CCN(c2ccccc2)CC1)C1CCN(S(=O)(=O)c2cccs2)CC1 | 1
Cc1cccc(C(=O)NCC(=O)Nc2ccc(S(=O)(=O)Nc3nc(C)cc(C)n3)cc2)c1 | 4
O=C(CSc1nnc(Cc2cccs2)n1-c1ccccc1)Nc1ccc2c(c1)OCCO2 | 5
